Rac1 act GTP bind: human Rac1 activated mutant GTP binding change | GST-Rac1 activated beads, fluorescent GTP binding, flow cytometry; actives lie on both sides; 100% means binding = to untreated wells | percent activity (GTP binding), % at 10 µM | 190,000 compounds, 0.11% hits | AID 764;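 active = GTP binding at least 20 percentage points away from the 100% baseline, in either direction, so actives lie on both sides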
Bim-Bcl-B: disrupts Bim peptide binding to human Bcl-B | bead-based flow cytometry | inhibition, % at 10 µM | 190,000 compounds, 0.073% hits | AID 951;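 note: 0% = tracer peptide without compound and 100% = reference inhibitor peptide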
Target sequence (Q9HD36 whole entry, looked up): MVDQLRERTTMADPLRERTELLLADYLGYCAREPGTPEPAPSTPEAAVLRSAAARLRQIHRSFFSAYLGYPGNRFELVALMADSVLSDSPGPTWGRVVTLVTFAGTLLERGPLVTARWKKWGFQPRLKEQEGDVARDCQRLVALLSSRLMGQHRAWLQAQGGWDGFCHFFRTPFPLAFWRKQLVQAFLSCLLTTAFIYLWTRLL
Bfl-1 Bim block: human Bim-Bfl-1 interaction inhibition. inhibition, % at 10 µM. 190,000 compounds, 0.12% hits. Bead-based flow cytometry, Bim-Bfl-1 binding inhibition. Q16548;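 note: 0% = wells without compound plus tracer and 100% = blocker peptide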
Rab2A wt mod: changes GTP binding to wildtype dog Rab2A, up or down | P61105 | GST-Rab2 wt beads, Bodipy-GTP binding, flow cytometry | GTP binding activity, % at 10 µM | 190,000 compounds, 0.19% hits;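 active = GTP binding activity at least 20 points away from 100%, either lowered or raised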;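 note: 0% = beads with excess unlabeled GTP and 100% = no-compound control corrected for plate trend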
HRas wt GTP bind: modulators of GTP binding to human HRas wildtype. GST-Ras wt beads, Bodipy-FL-GTP binding, flow cytometry; actives lie on both sides. GTP binding activity, % at 10 µM. P01112. 190,000 compounds, 0.14% hits. AID 759;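 active = GTP binding activity at least 20% away from the 100% baseline, either lowered as inhibitor or raised as activator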;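 note: 0% = unlabeled GTP competition control and 100% = no-compound control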
Target sequence (P01112 whole entry, looked up): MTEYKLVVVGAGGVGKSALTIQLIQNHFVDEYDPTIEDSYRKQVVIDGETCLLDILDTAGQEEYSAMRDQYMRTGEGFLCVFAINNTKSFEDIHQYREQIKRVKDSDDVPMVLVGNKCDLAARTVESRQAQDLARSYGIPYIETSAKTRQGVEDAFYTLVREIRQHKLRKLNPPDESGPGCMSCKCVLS
Rab7 wt GTP bind: dog Rab7 wildtype GTP binding, inhibitors and activators. GST-Rab7 beads, fluorescent GTP binding, flow cytometry; actives lie on both sides; untreated = 100%, excess cold GTP = 0%. 190,000 compounds, 0.055% hits. AID 758. GTP binding activity (percent of control), % at 10 µM;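 active = fluorescent GTP binding to Rab7 beads changed by at least 20 points from the 100% baseline, either direction, mostly lower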;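 note: median green fluorescence of bound Bodipy-FL-GTP per Rab7 bead population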
Bcl-XL Bim block: inhibitors of Bim-Bcl-XL interaction, human; Bim peptide-Bcl-XL binding, bead flow cytometry, fluorescence; inhibition, % at 10 µM; 190,000 compounds, 0.04% hits; AID 1007
Target sequence (Q07817 whole entry, looked up): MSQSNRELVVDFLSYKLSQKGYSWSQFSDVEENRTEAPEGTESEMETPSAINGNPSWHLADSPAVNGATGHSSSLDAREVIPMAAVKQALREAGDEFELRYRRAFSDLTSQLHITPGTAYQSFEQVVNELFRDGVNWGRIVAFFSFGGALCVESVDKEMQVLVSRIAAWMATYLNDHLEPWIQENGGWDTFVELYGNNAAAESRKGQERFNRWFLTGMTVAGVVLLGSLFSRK
Bcl-2 Bim block: disrupts Bim peptide binding to human Bcl-2; P10415; Bead-based flow cytometry, Bim peptide-Bcl-2 binding; 190,000 compounds, 0.06% hits; inhibition, % at 10 µM; in the data active = inhibition above about 40%;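 note: 0% = no compound wells with probe peptide and 100% = reference peptide inhibitor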
Bim-Bcl-W: human Bim-Bcl-W interaction inhibition; Q92843; bead-based flow cytometry, Bim peptide-Bcl-W binding; 190,000 compounds, 0.02% hits; inhibition, % at 10 µM;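 note: 0% = bound tracer without compound and 100% = peptide blocker; higher means less fluorescent Bim peptide bound to Bcl-W beads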
Target sequence (Q92843 whole entry, looked up): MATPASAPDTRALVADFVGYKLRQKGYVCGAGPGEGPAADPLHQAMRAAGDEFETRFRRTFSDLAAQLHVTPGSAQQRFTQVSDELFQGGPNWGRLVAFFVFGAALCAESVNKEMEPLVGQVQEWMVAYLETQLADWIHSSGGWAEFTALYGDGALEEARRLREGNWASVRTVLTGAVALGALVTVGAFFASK
Rac1 wt GTP bind: human Rac1 wildtype GTP binding, inhibitors and activators; P63000; AID 757; 190,000 compounds, 0.27% hits; GTP binding activity (% of control), % at 10 µM; GST-Rac1 beads, fluorescent GTP binding, flow cytometry; actives lie on both sides; 0 = cold GTP competed, 100 = untreated;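 active = GTP binding activity at least 20 points away from the 100% control level, either lower or higher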
Cdc42 wt GTP: human Cdc42 wildtype GTP binding change, either direction; GST-Cdc42 beads, Bodipy-GTP binding, flow cytometry; actives lie on both sides; 190,000 compounds, 0.2% hits; AID 761; percent activity (GTP binding), % at 10 µM;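 active = percent activity GTP binding at least 20 points away from the 100% baseline, either down as inhibitor or up as activator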;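 note: median bead fluorescence of bound Bodipy-FL-GTP at 100 nM; 0% = excess unlabeled GTP control and 100% = no compound control; below 100% means less GTP binding so inhibitor and above means activator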
Starred values were filed as active, the others as inactive. Cut-off read from the data, not from the text of the source, unless noted: active = inhibition above about 40%.

| mol | Bcl-2 Bim block | Rac1 wt GTP bind | Rab2A wt mod | Cdc42 wt GTP | HRas wt GTP bind | Bfl-1 Bim block | Rab7 wt GTP bind | Rac1 act GTP bind | Bim-Bcl-B | Bcl-XL Bim block | Bim-Bcl-W |
| --- | --- | --- | --- | --- | --- | --- | --- | --- | --- | --- | --- |
| COc1ccc(CN(C(=O)c2ccc(CN3CCOCC3)o2)C(C(=O)NCC2CCCO2)c2ccc(F)cc2)cc1 (stereo not given) | 2 | 94 | 97 | 92 | 96 | 3 | 103 | 94 | 1 | -1 | -3 |
| CCCCN1C(=O)C(=O)N(c2ccccc2)C1=S | 5 | 103 | 99 | 94 | 99 | 1 | 102 | 101 | -1 | 0 | 0 |
| Brc1ccc(C2CC(c3ccccc3)=Nc3ccccc3N2)cc1 (stereo not given) | -1 | 102 | 99 | 99 | 99 | 2 | 102 | 101 | -14 | -4 | -1 |
| CC(O)CNCc1ccc(-c2ccccc2)cc1 (stereo not given) | 2 | 102 | 100 | 100 | 101 | -1 | 101 | 97 | 0 | 0 | 2 |
| COc1cccc(-n2c(=O)[nH]cc(C(=O)Nc3ccc4c(c3)OCCO4)c2=O)c1 | -5 | 98 | 97 | 98 | 101 | -7 | 97 | 95 | -6 | -1 | 0 |
| Cc1cccc(NC(=O)c2cc(NC(=O)c3ccccc3)ccc2N2CCCCC2)c1 | -1 | 96 | 100 | 97 | 98 | 0 | 100 | 93 | -2 | -5 | -2 |
| COc1cc(C(C(=O)NC2CCCCC2)N(C(=O)Cc2c[nH]c3ccccc23)c2ccccc2C)cc(OC)c1OC (stereo not given) | -7 | 98 | 94 | 99 | 96 | -6 | 96 | 97 | -5 | -5 | 0 |
| O=C(Cn1nnc2ccccc2c1=O)Nc1cccc(S(=O)(=O)N2CCOCC2)c1 | 1 | 96 | 96 | 97 | 94 | 6 | 95 | 96 | 4 | 0 | -2 |
| CC(C)c1cc(C(=O)Nc2cccc(C(F)(F)F)c2)no1 | -3 | 107 | 107 | 110 | 109 | -2 | 100 | 104 | -3 | -9 | -5 |
| COc1cc2cc(CN(CCCO)S(=O)(=O)c3ccccc3Cl)c(=O)[nH]c2cc1OC | -4 | 92 | 91 | 96 | 94 | 1 | 98 | 91 | -1 | 1 | 2 |
| O=C(COC(=O)c1cccnc1)c1ccc(Cl)cc1 | -4 | 98 | 100 | 99 | 101 | -4 | 100 | 98 | -2 | -4 | -6 |
| FC(F)(F)c1cccc(N2CCN(c3ccc4nnc(-c5ccccc5)n4n3)CC2)c1 | -9 | 100 | 97 | 98 | 98 | -17 | 94 | 98 | -8 | -6 | -1 |

More records follow:
| mol | Bcl-2 Bim block | Rac1 wt GTP bind | Rab2A wt mod | Cdc42 wt GTP | HRas wt GTP bind | Bfl-1 Bim block | Rab7 wt GTP bind | Rac1 act GTP bind | Bim-Bcl-B | Bcl-XL Bim block | Bim-Bcl-W |
| --- | --- | --- | --- | --- | --- | --- | --- | --- | --- | --- | --- |
| CCC(C)NC(=O)C1CCN(S(=O)(=O)c2cccc3cccnc23)CC1 (stereo not given) | -9 | 104 | 99 | 100 | 100 | -9 | 100 | 98 | -6 | -4 | 1 |
| CN(c1cccc(NC(=O)c2ccc(N(C)S(=O)(=O)c3ccccc3)cc2)c1)S(C)(=O)=O | 7 | 94 | 97 | 95 | 95 | 1 | 103 | 93 | 1 | 1 | 5 |
| CCOC(=O)N1CCN(S(=O)(=O)c2ccc3[nH]cc(C(=O)O)c(=O)c3c2)CC1 | -1 | 104 | 102 | 103 | 103 | 0 | 103 | 101 | 0 | 0 | 0 |
| COc1cc(C(=O)N/N=C(\Cc2ncc[nH]2)c2ccccc2)cc(OC)c1OC | -5 | 98 | 96 | 97 | 96 | -5 | 97 | 94 | -8 | -3 | -1 |
| CCN1C(=O)NC2=C(C(=O)c3ccccc32)C1c1ccccc1F (stereo not given) | -8 | 97 | 95 | 99 | 97 | -13 | 97 | 97 | -6 | -1 | 0 |
| Cc1ccc(NS(=O)(=O)Cc2ccccc2)nc1 | -3 | 102 | 99 | 98 | 99 | -5 | 97 | 97 | -2 | -3 | -2 |
| CCOc1ccc(CC2CC(=O)NC2=O)cc1 (stereo not given) | -2 | 102 | 97 | 99 | 99 | 0 | 95 | 100 | -5 | -1 | -3 |
| O=C(NC1CCCCCCC1)c1ccccc1O | -5 | 99 | 96 | 101 | 99 | -3 | 96 | 97 | -4 | 0 | -5 |
| N/C(=N\OC(=O)COc1ccc(Br)cc1Cl)c1ccccn1 | 1 | 101 | 96 | 96 | 99 | 6 | 99 | 98 | 0 | -3 | 0 |
| c1coc(-c2nc3ccccc3nc2-c2ccco2)c1 | 5 | 95 | 96 | 96 | 97 | 9 | 97 | 95 | 3 | 9 | 6 |
| O=C(Cn1cnc2c(nnn2Cc2ccccc2)c1=O)NCC1CCCO1 (stereo not given) | -6 | 110 | 102 | 104 | 104 | -9 | 101 | 99 | -5 | -2 | 0 |
| COC(=O)CN(Cc1ccccc1)S(=O)(=O)c1ccc(OC)c(OC)c1 | -9 | 96 | 98 | 93 | 96 | -20 | 97 | 99 | -10 | -8 | -7 |

The results go on:
| mol | Bcl-2 Bim block | Rac1 wt GTP bind | Rab2A wt mod | Cdc42 wt GTP | HRas wt GTP bind | Bfl-1 Bim block | Rab7 wt GTP bind | Rac1 act GTP bind | Bim-Bcl-B | Bcl-XL Bim block | Bim-Bcl-W |
| --- | --- | --- | --- | --- | --- | --- | --- | --- | --- | --- | --- |
| COc1cccc(/C=N/N=C(\N)c2nonc2N)c1O | 3 | 84 | 82 | 81 | 81 | -1 | 94 | 92 | 5 | 11 | 3 |
| COc1ccc(OC)c(S(=O)(=O)NCc2csc(-c3ccccc3)n2)c1 | -12 | 93 | 94 | 96 | 94 | -16 | 98 | 93 | -12 | -7 | -2 |
| O=C(O)c1ccc(NS(=O)(=O)c2cccc3nsnc23)cc1 | -10 | 96 | 96 | 98 | 98 | -13 | 97 | 94 | -10 | 5 | -1 |
| CCCC(C)NC(=O)COc1ccc(S(=O)(=O)N2CCCC2)cc1 (stereo not given) | 2 | 100 | 99 | 99 | 100 | -8 | 104 | 96 | -2 | -1 | 1 |
| CCCS(=O)(=O)N1CCCC(C(=O)NCCCN2CCN(c3cccc(Cl)c3)CC2)C1 (stereo not given) | -2 | 96 | 98 | 96 | 96 | 2 | 97 | 96 | -1 | -1 | 0 |
| Cc1cc(C(=O)CN2CCCC(C)C2)c(C)n1-c1ccc(F)cc1 (stereo not given) | -7 | 104 | 101 | 106 | 103 | -7 | 102 | 101 | -5 | -6 | -3 |
| COc1ccc(C(=O)NCC(=O)OC2CCCCC2=O)cc1 (stereo not given) | -5 | 102 | 99 | 102 | 101 | -9 | 101 | 99 | -4 | -1 | 0 |
| Clc1ccc(OCc2nn3c(-c4ccccc4)nnc3s2)c(Cl)c1 | 7 | 101 | 100 | 100 | 101 | 6 | 99 | 98 | 7 | -2 | -2 |
| COCCCNC(=O)CN(c1ccc(Cl)c(Cl)c1)S(C)(=O)=O | -3 | 103 | 99 | 101 | 98 | -3 | 99 | 97 | 1 | -5 | -3 |
| COc1ccccc1OCCOCCOc1ccc(C)cc1Br | -14 | 98 | 98 | 101 | 99 | -14 | 97 | 97 | -9 | -11 | -6 |
| CN1CCN(C(=O)N2c3ccccc3CCc3ccccc32)CC1 | -2 | 104 | 99 | 96 | 102 | -5 | 106 | 97 | -5 | -4 | -2 |
| COc1ccc(N2C(=O)CC(N3CCCCC3)C2=O)cc1 (stereo not given) | -3 | 105 | 105 | 104 | 102 | -6 | 108 | 99 | -1 | -1 | 0 |

Next part, overlapping the part above by six compounds.
| mol | Bcl-2 Bim block | Rac1 wt GTP bind | Rab2A wt mod | Cdc42 wt GTP | HRas wt GTP bind | Bfl-1 Bim block | Rab7 wt GTP bind | Rac1 act GTP bind | Bim-Bcl-B | Bcl-XL Bim block | Bim-Bcl-W |
| --- | --- | --- | --- | --- | --- | --- | --- | --- | --- | --- | --- |
| COc1ccc(C(=O)NCC(=O)OC2CCCCC2=O)cc1 (stereo not given) | -5 | 102 | 99 | 102 | 101 | -9 | 101 | 99 | -4 | -1 | 0 |
| Clc1ccc(OCc2nn3c(-c4ccccc4)nnc3s2)c(Cl)c1 | 7 | 101 | 100 | 100 | 101 | 6 | 99 | 98 | 7 | -2 | -2 |
| COCCCNC(=O)CN(c1ccc(Cl)c(Cl)c1)S(C)(=O)=O | -3 | 103 | 99 | 101 | 98 | -3 | 99 | 97 | 1 | -5 | -3 |
| COc1ccccc1OCCOCCOc1ccc(C)cc1Br | -14 | 98 | 98 | 101 | 99 | -14 | 97 | 97 | -9 | -11 | -6 |
| CN1CCN(C(=O)N2c3ccccc3CCc3ccccc32)CC1 | -2 | 104 | 99 | 96 | 102 | -5 | 106 | 97 | -5 | -4 | -2 |
| COc1ccc(N2C(=O)CC(N3CCCCC3)C2=O)cc1 (stereo not given) | -3 | 105 | 105 | 104 | 102 | -6 | 108 | 99 | -1 | -1 | 0 |
| O=C(COC(=O)Cc1ccc(S(=O)(=O)N2CCOCC2)s1)NCc1ccc(Cl)cc1 | 0 | 97 | 95 | 97 | 93 | 1 | 94 | 97 | -1 | 0 | 3 |
| CCOc1ccc(NC(=O)CCN2CCN(S(=O)(=O)c3ccc(Cl)cc3)CC2)cc1 | -4 | 102 | 102 | 104 | 100 | -3 | 99 | 97 | -4 | 4 | -4 |
| Cc1ccc(NC(=S)NNC(=O)Cn2nc(C(F)F)cc2C(F)F)cc1 | -2 | 102 | 98 | 98 | 97 | 4 | 96 | 98 | -32 | -6 | -2 |
| Cc1cccc(NC(=O)/C(C#N)=C/c2cn(CC(=O)NCc3ccco3)c3ccccc23)c1 | -4 | 105 | 103 | 106 | 103 | -5 | 100 | 100 | -4 | -5 | -3 |
| O=C(CCCn1c(=O)[nH]c2cc(Cl)ccc2c1=O)NC1CCCCCC1 | -3 | 108 | 100 | 102 | 99 | -4 | 100 | 100 | -1 | -2 | 1 |
| Cc1nn(-c2ccccc2)c(C)c1/C=N/N1CCN(c2ccccn2)CC1 | -2 | 96 | 97 | 93 | 97 | -6 | 105 | 95 | 1 | 3 | -1 |
| COc1ccc(/C=N/NC(=O)c2cc(-c3ccccc3OC)nc3ccccc23)cc1COC(C)=O | -8 | 98 | 99 | 99 | 99 | -12 | 100 | 98 | -9 | -10 | 0 |

Limited to Bcl-XL Bim block, for 2 of the compounds above:
SMILES | Bcl-XL Bim block
Cc1ccc(NC(=S)NNC(=O)Cn2nc(C(F)F)cc2C(F)F)cc1 | -6
Cc1cccc(NC(=O)/C(C#N)=C/c2cn(CC(=O)NCc3ccco3)c3ccccc23)c1 | -5

Source: PubChem
